Assay outcomes (PubChem BioAssay)
STEP block – STEP phosphatase inhibitors, primary screen, biochemical, fluorescence intensity, uHTS. 360,000 compounds, 0.25% hits. inhibition, % at 20 µM. AID 588621, 2011. recombinant STEP, OMFP fluorogenic substrate;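 active = inhibition at 20 µM, scaled per plate between control wells, above about 37%, limit read from the data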;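 note: 0% = DMSO with enzyme and substrate and 100% = substrate only without enzyme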
Target sequence (P54829 whole entry, looked up): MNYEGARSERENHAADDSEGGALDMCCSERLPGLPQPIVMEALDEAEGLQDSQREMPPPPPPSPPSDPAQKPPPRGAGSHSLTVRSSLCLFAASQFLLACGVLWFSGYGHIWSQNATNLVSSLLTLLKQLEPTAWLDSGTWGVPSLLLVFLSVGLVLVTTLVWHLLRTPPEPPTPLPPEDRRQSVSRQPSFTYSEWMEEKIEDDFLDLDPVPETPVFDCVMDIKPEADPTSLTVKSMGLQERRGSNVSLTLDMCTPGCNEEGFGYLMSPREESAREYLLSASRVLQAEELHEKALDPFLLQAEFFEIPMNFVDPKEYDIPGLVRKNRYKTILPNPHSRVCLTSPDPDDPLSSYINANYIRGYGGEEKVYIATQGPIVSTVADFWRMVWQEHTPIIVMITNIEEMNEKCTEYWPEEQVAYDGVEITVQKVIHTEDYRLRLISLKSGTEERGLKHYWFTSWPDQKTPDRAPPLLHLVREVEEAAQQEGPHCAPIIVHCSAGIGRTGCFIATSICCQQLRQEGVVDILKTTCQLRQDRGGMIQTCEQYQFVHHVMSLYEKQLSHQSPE
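Measure: Control-normalized % inhibition with plate pattern correction | Test system: STEP phosphatase, cell-free reaction | Medium: pH 6.0 Bis-Tris with DTT and Tween 20 | Technique: Fluorescence, 480/540 nm | Times: Reaction 20 min, ambient temperature | Doses: Single compound dose of 20 µM, 1% DMSO final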
LMPTP inh – LMPTP phosphatase inhibitors, primary screen, biochemical, fluorescence intensity, uHTS | AID 651560, 2012 | inhibition, % at 20 µM | 360,000 compounds, 0.22% hits | Low molecular weight phosphotyrosine protein phosphatase (Homo sapiens), P24666 | recombinant LMPTP-A, OMFP fluorogenic substrate;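 active = compounds that cut the enzyme signal by at least half of the control window in the single-dose screen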;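 note: plate controls were DMSO wells with enzyme plus substrate for no effect and substrate without enzyme for full effect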
Target sequence (P24666 whole entry, looked up): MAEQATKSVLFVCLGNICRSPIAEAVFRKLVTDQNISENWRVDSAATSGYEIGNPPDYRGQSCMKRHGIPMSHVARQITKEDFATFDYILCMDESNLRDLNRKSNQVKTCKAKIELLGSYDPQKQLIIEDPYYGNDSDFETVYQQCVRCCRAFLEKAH
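Test system: LMPTP-A phosphatase enzyme; input: 0.625 nM LMPTP-A final; reagent: OMFP substrate, 400 µM final; compound dosing: 20 µM single dose, 3% DMSO; incubation: 50 min dark incubation at room temperature; measured by: endpoint fluorescence intensity from OMFP dephosphorylation; measure: % inhibition relative to no-enzyme and uninhibited control wells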
MsrA inh – bovine MsrA enzyme inhibitors, primary screen, biochemical, absorbance, HTS; purified bovine MsrA, absorbance read-out; Methionine sulfoxide reductase A (Bos taurus); AID 651718, 2012; inhibition, % at 15.5 µM; 360,000 compounds, 0.75% hits; in the data active = inhibition above about 4.5%;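 note: 0% = vehicle wells with enzyme and 100% = reference inhibitor wells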
SUMO1 PPI mod – modulators of SUMO1 protein-protein interactions, primary screen, biochemical, uHTS; SUMO1 binding to a labelled peptide, TR-FRET, 1 h; inhibition, % at 20 µM; 360,000 compounds, 0.33% hits; in the data active = inhibition above about 37%
Target sequence (P63165 whole entry, looked up): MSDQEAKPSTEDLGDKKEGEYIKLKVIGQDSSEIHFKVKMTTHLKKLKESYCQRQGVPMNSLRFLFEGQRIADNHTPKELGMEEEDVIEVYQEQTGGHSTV
Scp-1 inhibitor – Scp-1 phosphatase inhibitors, primary screen, biochemical, colorimetric, uHTS | Carboxy-terminal domain RNA polymerase II polypeptide A small phosphatase 1 (Homo … | Recombinant Scp1, phosphopeptide, malachite green phosphate absorbance | inhibition, % at 20 µM | 340,000 compounds, 0.88% hits | AID 493091, 2011;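 active = inhibition above about 50% at 20 µM, limit read from the data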;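 note: plate controls were DMSO wells with enzyme for no effect and wells lacking enzyme for full effect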
Target sequence (Q9GZU7 76-261 limits assumed): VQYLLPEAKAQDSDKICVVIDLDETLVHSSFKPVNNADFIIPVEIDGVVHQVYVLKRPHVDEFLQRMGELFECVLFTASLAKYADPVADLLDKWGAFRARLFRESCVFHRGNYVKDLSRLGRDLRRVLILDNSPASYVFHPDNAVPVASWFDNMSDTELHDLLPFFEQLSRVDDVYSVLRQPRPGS
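Assay system: SCP-1 catalytic fragment, aa 76-261 | Buffer or medium: Tris acetate buffer pH 5.5 with MgCl2 and Tween-20 | Compound: One concentration, 20 µM, with 1.0% DMSO | Also added: Phospho 17-mer peptide substrate | Signal: Absorbance at 630 nm | Incubation: 45 min enzyme reaction at room temperature | Measure: % inhibition of SCP-1 phosphate liberation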
E coli Lon inh – inhibitors of E. coli Lon protease, primary screen, biochemical, fluorescence polarization. P0A9M0. purified E. coli Lon protease. inhibition, % at 7.94 µM. 360,000 compounds, 0.42% hits; in the data active = inhibition above about 13%, passing the limit was not always enough;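 note: 0% = enzyme with probe and DMSO and 100% = no enzyme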
MsrA act – bovine MsrA enzyme activators, primary screen, biochemical, absorbance, HTS | Methionine sulfoxide reductase A (Bos taurus) | purified bovine MsrA, absorbance read-out | activation, % at 10.6 µM | 360,000 compounds, 0.3% hits | AID 602163, 2012; in the data active = activation above about 7.5%;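 note: 0% = vehicle and 100% = reference activator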
TbMetRS inhib – T. brucei MetRS inhibitors, primary screen, biochemical, luminescence; methionyl-tRNA synthetase (Trypanosoma brucei brucei); purified T. brucei MetRS, ATP depletion, Kinase-Glo luminescence; inhibition, % at 11.9 µM; 360,000 compounds, 0.4% hits; AID 624268, 2012;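 active = inhibition above a per-plate cutoff of the control wells' mean inhibition plus 3 SD, cut at about 5.5% in these data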;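 note: 0% = DMSO wells median and 100% = median of wells with control inhibitor compound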
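Assay system: T. brucei methionyl-tRNA synthetase, purified | Medium: HEPES buffer with MgCl2, KCl, DTT, spermine, BSA, pyrophosphatase | Compound: 11.9 µM single point | Incubation: 15 min enzyme-compound preincubation, 2 h reaction, 10 min detection, 25 °C | Measured by: Kinase-Glo luciferase luminescence reporting remaining unconsumed ATP | Measure: % inhibition normalized to control-well medians | Replication: Singlicate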
CendR NRP1 mod – modulators of CendR peptide binding to NRP-1, primary screen, biochemical, fluorescence polarization, uHTS | Neuropilin-1 (Homo sapiens), O14786 | FAM-RPARPAR peptide binding to NRP-1 | inhibition, % at 25 µM | 360,000 compounds, 0.85% hits | AID 602438, 2012;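 active = inhibition or corrected inhibition above about 18%, plus a signal ratio from 0.5 to 1.5, limit read from the data, passing the limit was not always enough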; note: strong numbers were not always called active
DNMT1 block – human DNMT1 methyltransferase inhibitors, primary screen, biochemical, molecular beacon, fluorescence, HinP1I cleavage, uHTS | 360,000 compounds, 0.83% hits | AID 588458, 2011 | DNA (cytosine-5)-methyltransferase 1 (Homo sapiens), P26358 | inhibition (reported as % activation of signal), % at 10 µM; in the data active = inhibition above about 50%
The depositor's hits bear a star; . = not tested or not shown. Outcome played no part in choosing rows. About 4.3% of those tested had a hit in this group.

SMILES | STEP block | LMPTP inh | MsrA inh | SUMO1 PPI mod | Scp-1 inhibitor | E coli Lon inh | MsrA act | TbMetRS inhib | CendR NRP1 mod | DNMT1 block
CC(=O)NNC(=O)c1csc(Cc2c(Cl)sc3ccc(Cl)cc23)n1 | -2 | -1.2 | 0.3 | 0 | -4 | -6 | 0 | 0.9 | 3 | -1
CCCn1nnnc1NC(=O)c1ccc2ccccc2c1 | -4 | -1.6 | 0.9 | -1 | -11 | 2 | -6 | 0.4 | 4 | 3
COC(=O)c1ccc2c(c1)N(C)C(=O)CS2 | -5 | -0.2 | 1.3 | 1 | -3 | 6 | -2 | 0.0 | 1 | -2
CCOc1ccc2[nH]c(=O)c(CN(Cc3cccs3)Cc3nnnn3C(C)(C)CC)cc2c1 | 8 | 3.8 | -0.5 | 2 | -2 | -9 | -3 | -0.5 | 4 | -7
CCc1c(C)nc(SCc2ccccn2)[nH]c1=O | 2 | -0.7 | -1.4 | -5 | -1 | -6 | -5 | -0.4 | -3 | 2
COc1ccc(NC(=O)C2CCC(N3C(=O)C4C5C=CC(C5)C4C3=O)CC2)cc1 (centres undefined) | 2 | -1.0 | 0.1 | -3 | -3 | -3 | 0 | -0.5 | 6 | -5
CC1(C)CC(O)C(C)(C)N1O (centres undefined) | -4 | -0.8 | -0.6 | 1 | 8 | 3 | -8 | -0.8 | -4 | 4
Cn1cc(C(=O)C(=O)N2CCOCC2)c2ccccc21 | -3 | -0.8 | 1.6 | 2 | 7 | 16 | -11 | -0.7 | -6 | 4
CSc1nnc(NC(=O)c2ccc(C)c(S(=O)(=O)N3CCOCC3)c2)s1 | -4 | 0.4 | 1.2 | 13 | 6 | 2 | -1 | -0.4 | 13 | 0
O=C(CN1CCCCCCC1)Nc1cccc(Cl)c1Cl | -4 | 1.0 | -0.1 | 2 | -12 | 2 | -2 | -0.2 | 7 | 2
O=C(NCC[C@@H]1CC[C@@H](NC(=O)c2cnccn2)[C@@H](CO)O1)c1ccc2c(c1)OCO2 | . | -0.2 | 0.1 | 0 | . | . | . | -0.4 | -2 | .
COc1cc2nc(NC(=O)c3ccc(Cl)cc3)sc(=O)c2cc1OC | 23 | 4.9 | 0.5 | -120 | -3 | 5 | -1 | -0.4 | -6 | 10
C[C@H]1CN([C@@H](C)CO)C(=O)c2cc(Br)cnc2O[C@H]1CN(C)C(=O)Cc1ccccn1 | -2 | -1.0 | 1.0 | 3 | . | -5 | -5 | -1.7 | -10 | 6
O=C(Nc1nnc(CC(c2ccccc2)c2ccccc2)s1)c1ccco1 | 11 | -1.2 | 0.7 | 2 | -8 | 7 | 0 | -0.1 | -2 | 1
CCOC(=O)C1=C(N)Oc2cc(O)ccc2C1c1ccc(C)cc1 (centres undefined) | -4 | 1.6 | 0.2 | 5 | -2 | -2 | -4 | 0.8 | 5 | -2
COc1ccc(/C=C/C(=O)Nc2ccc(-n3nncc3-c3ccccc3)cc2)cc1OC | -1 | 1.6 | 2.3 | -3 | -15 | -18 | -5 | 0.8 | 4 | -19
Cc1ccc(NC(=O)c2ccc(C(=O)c3ccccc3)cc2)nc1 | -1 | 0.5 | 0.4 | -2 | -3 | -1 | -3 | -0.2 | 12 | 3
CCCCCCCCNS(=O)(=O)CCNCc1ccco1 | 1 | -1.1 | -1.5 | 2 | -2 | -6 | 1 | 0.3 | 4 | 3
c1cc2c(cc1C1=Nn3c(nnc3C3CCCCC3)SC1)OCO2 | 2 | 1.8 | 2.1 | -4 | 0 | 0 | -2 | 0.1 | 0 | -1
O=C(NCCCN1CCOCC1)c1ccccc1N1C(=O)[C@@H]2Cc3c([nH]c4ccccc34)C(c3cccc(Cl)c3)N2C1=O (some centres undefined) | 1 | -1.1 | -0.4 | 21 | 1 | 0 | -7 | 4.5 | 3 | -4
C/C(N)=C(/C#N)C(=O)COC(=O)C1CCC(C(C)(C)C)CC1 (centres undefined) | -1 | 3.1 | 3.3 | -1 | -5 | 7 | -1 | -0.7 | 1 | 5
Cc1n[nH]c(C)c1S(=O)(=O)N1CCCC(C(=O)Nc2ccc(Br)cc2)C1 (centres undefined) | -4 | -0.7 | 0.5 | 5 | -9 | -1 | -2 | 1.9 | 5 | -2
O=C(c1ccccc1Cc1ccccc1)N1CCN(S(=O)(=O)c2ccccc2Br)CC1 | 2 | 2.5 | -0.2 | 7 | -3 | 5 | -4 | -0.4 | -2 | -3
NC(=O)COC(=O)c1cccc(S(=O)(=O)N2CCCCC2)c1 | -2 | -0.9 | -0.2 | 5 | -2 | 7 | -6 | -0.4 | 1 | 2
O=C(COC(=O)c1ccc(F)cc1F)c1ccc[nH]1 | 2 | 0.5 | -0.2 | -2 | -4 | -5 | -3 | -0.3 | -4 | -5
COc1ccc2c(CC(=O)N[C@@H](Cc3c[nH]c4ccccc34)C(=O)O)cc(=O)oc2c1 | 1 | 0.7 | 2.5 | -2 | -6 | 1 | -3 | 1.6 | 3 | -1
CNC(=O)C[C@@H]1C(=O)N(c2ccc(Br)cc2)CC1(C)C | -3 | -2.6 | -0.7 | 2 | . | -3 | -5 | -1.1 | -3 | -2
CCOc1ccc(NC(=O)CN(C)C(=O)c2ccc(N3CCCCC3)c([N+](=O)[O-])c2)cc1OCC | 0 | -8.6 | -0.1 | -52 | -7 | -8 | -3 | -0.5 | 5 | -10
COc1cccc(-n2c(SCC(=O)NC(C)(C)C)nnc2-c2ccoc2C)c1 | -3 | -0.9 | -0.2 | 5 | -2 | -3 | -1 | 0.4 | -1 | 4
CS(=O)(=O)c1ccccc1-c1nc(-c2cc(C(F)(F)F)cc(C(F)(F)F)c2)no1 | 4 | 1.7 | -0.7 | 1 | 7 | 5 | -12 | -0.8 | -4 | 14
CCCCOc1cc(C)nc(NCc2ccccc2)n1 | 3 | 3.9 | 0.1 | 2 | 8 | -2 | 1 | -0.7 | 9 | 3
COc1ccccc1C(=O)NCC(=O)NC(C)CCc1ccccc1 (centres undefined) | 1 | -1.0 | -0.1 | -3 | -7 | -4 | -2 | -0.3 | 18 | 1
Cc1ccccc1CC(=O)Nc1ccc(S(=O)(=O)N2CCN(C)CC2)cc1 | -2 | -2.4 | 0.6 | 3 | -5 | -1 | -6 | -0.6 | 16 | 1
Cc1ccc(N(C(=O)CNC(=O)c2ccco2)C(C(=O)NCC2CCCO2)c2ccccc2)cc1 (centres undefined) | -1 | -1.6 | -0.3 | 1 | -12 | -2 | 1 | 0.4 | 10 | 0
CCCn1c(=O)c(C(=O)Nc2ccccc2N)c(O)c2ccccc21 | 1 | -1.0 | 1.2 | 5 | . | 0 | 0 | 0.0 | 1 | 5
CC(=O)c1ccc(OCC(=O)OCC(=O)c2ccc(S(=O)(=O)N3CCCCC3)cc2)cc1 | 2 | 0.7 | -0.2 | -1 | . | -4 | -2 | -0.1 | -13 | -13
Cc1cccc(C)c1N=C1NN=C(c2ccccc2F)CS1 | 1 | 1.9 | 1.6 | -4 | -1 | 6 | -2 | 0.1 | -2 | -8
O=C(Cc1cccc(C(F)(F)F)c1)OCC(=O)N1CCN(S(=O)(=O)c2ccc(Cl)cc2)CC1 | -1 | 4.1 | -0.3 | 3 | 11 | -3 | 1 | -0.3 | -2 | 2
O=C(CCN1C(=O)c2ccccc2S1(=O)=O)NCc1ccco1 | -1 | -2.1 | -0.4 | 0 | -5 | 3 | -3 | -0.7 | 13 | 4
CCC(C)[C@H](NC(=O)Nc1ccc(S(N)(=O)=O)cc1)C(=O)O (some centres undefined) | 1 | -0.9 | -0.3 | 3 | -8 | -4 | -1 | 0.2 | 0 | 2
COc1cc(NC(=O)NCC2CCN(Cc3ccccc3C)CC2)cc(OC)c1OC | -1 | -0.5 | 0.5 | -45 | 0 | 10 | 0 | -0.3 | -7 | 0
COC(=O)C1=C(C(=O)OC)[C@@H]2N(Cc3ccccc3)c3ccccc3[C@@]23C[C@@H](C(=O)OC)N(C(=O)CC(C)C)C3=N1 | 1 | 3.0 | 0.3 | 0 | -8 | -12 | 0 | -0.3 | 15 | -3
O=C(CNC(=O)c1ccc(Cl)cc1)OCCN1C(=O)c2ccccc2C1=O | -4 | -0.8 | -0.3 | -6 | -8 | 0 | -2 | -0.3 | 8 | 3
O=C(COc1ccc(=O)n(-c2ccccc2)n1)Nc1ccccc1 | -4 | -2.0 | -0.4 | -7 | -8 | -4 | 1 | -0.4 | 11 | 4
COc1ccc(-n2nc3c(N4CCC(C(=O)NCc5ccccc5)CC4)nnc(C)c3c2C)cc1 | 1 | 8.4 | 1.1 | -21 | 3 | 7 | -1 | 0.5 | -20 | 2
Cc1cccc(Cn2cnc3c(NS(C)(=O)=O)c(C)c(C)cc32)c1 | -13 | -1.0 | 0.1 | 2 | 2 | 1 | -7 | -0.7 | 5 | -3
CC(C)C[C@H]1CNC(=S)N1C[C@H]1CCCN1C[C@H](Cc1ccccc1)N1C[C@H](Cc2ccc(O)cc2)N(CCc2ccccc2)C1=S | 19 | 7.3 | 0.6 | 6 | . | 2 | 0 | -0.8 | 2 | -22
O=C(CN1C(=O)c2ccccc2S1(=O)=O)c1ccc(F)c(F)c1 | 1 | 0.6 | 0.8 | 2 | -6 | -5 | 1 | 0.1 | -3 | -1
Cc1cc2ccccc2c(=O)n1CC(=O)N(C)c1ccc(F)cc1 | 0 | -1.2 | 0.5 | 1 | -5 | -5 | -6 | -0.7 | 16 | 1
CCOCCn1c(=NC(=O)CSCC(=O)Nc2cc(C)on2)sc2cc(OC)ccc21 | 2 | 0.0 | 6.3* | -3 | -2 | 3 | -3 | -0.2 | 12 | 1

Profiles as entered above. Screens in order: STEP block	LMPTP inh	MsrA inh	SUMO1 PPI mod	Scp-1 inhibitor	E coli Lon inh	MsrA act	TbMetRS inhib	CendR NRP1 mod	DNMT1 block
CC(C)C[C@H]1CNC(=S)N1C[C@H]1CCCN1C[C@H](Cc1ccccc1)N1C[C@H](Cc2ccc(O)cc2)N(CCc2ccccc2)C1=S as listed: 19	7.3	0.6	6	.	2	0	-0.8	2	-22
Cc1cc2ccccc2c(=O)n1CC(=O)N(C)c1ccc(F)cc1 as listed: 0	-1.2	0.5	1	-5	-5	-6	-0.7	16	1
